# XIAP displacement = small molecules displacing peptide from XIAP – biochemical, IAP family, fluorescence polarization (AID 1018); displacement, % at 20 µM; hits with a dose series show IC50 in µM; XIAP BIR domain, fluorescence polarization peptide displacement; higher % means a stronger effect; actives 0.007% (n = 200,000); in the data active means displacement above about 50%; further: a part of the inactive calls stands beside numbers as strong as those of hits
# P. falciparum M1AAP = P. falciparum M1AAP inhibitors, biochemical, fluorogenic H-Leu-NHMec substrate, 1536-well (AID 1445) | recombinant M1AAP, H-Leu-NHMec fluorogenic kinetic assay; higher % means a stronger effect | one-dose inhibition, % at 30 µM; IC50 in µM for titrated hits | actives 0.42% (n = 220,000);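 active means primary inhibition above the hit cutoff, then over 50% inhibition at one or more dose response concentrations, cut at about 23% in these data, passing the limit was not always enough; inconclusive means conflicting primary data, or primary hits not chosen for dose response; inactive means low primary inhibition, or under 50% at every dose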;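 further: plate controls were DMSO full reaction for no effect and no enzyme background for full effect; strong numbers were not always called active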
# AID2073 = inhibitors of Mint1-CaV2.2 protein interaction, biochemical, HTRF (AID 2073). HTRF protein-protein interaction, Mint1-CaV2.2; higher % means a stronger effect. inhibition, % at 20 µM; hits with a dose series show IC50 in µM. actives 0.19% (n = 290,000); in the data active means inhibition mostly above about 51%, no sharp cut-off; inconclusive means no clear call, values can overlap the other calls; inactive means mostly below about 53%; further: some results filed as inactive read as strong as hits
# Siah-1 displacement = blockers of Siah-1 interaction with plectin peptide – biochemical, fluorescence polarization, rhodamine-plectin, uHTS, primary screen (AID 1817); Siah-1 / rhodamine-plectin peptide fluorescence polarization; higher % means a stronger effect; actives 0.02% (n = 290,000); displacement, % at 20 µM; hits with a dose series show IC50 in µM;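 active means displacement of at least 50% at 20 µM, with a fluorescence ratio check between 0.3 and a set limit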;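 further: plate controls were Siah plus tracer with DMSO for no effect and tracer alone without Siah for full effect; strong numbers were not always called active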
# ER stress rescue = protection against thapsigargin-triggered cell killing – 384-well, CSM14.1, ATP luminescence, primary screen (AID 1222); one-dose cellular ATP content (survival), % at 20 µM; EC50 in µM for titrated hits; CSM14.1 thapsigargin-induced death rescue, ATP luminescence; higher % means a stronger effect; 190,000 tested, under 10 active;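 active means EC50 below 50 µM in the dose-response confirmation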;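 further: death triggered by thapsigargin at about 15 µM added after 2 h compound pretreatment; cell ATP read after overnight thapsigargin exposure of roughly 18 to 22 hours; normalized against plate controls of thapsigargin alone and 5% DMSO vehicle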
# HEK293 NOD2/NF-kB = inhibition of NOD2-driven NF-kB reporter – cell-based, luminescence, uHTS, HEK293 (AID 1566); HEK293 NOD2/NF-kB luciferase reporter, luminescence; higher % means a stronger effect; one-dose inhibition, % at 4 µM; EC50 in µM for titrated hits; actives 0.63% (n = 290,000); further: many of its hits are not listed in these tables
# M17LAP inhibition = P. falciparum M17LAP inhibitors, primary screen, biochemical, fluorogenic H-Leu-NHMec substrate, 1536-well (AID 1619). recombinant M17LAP, H-Leu-NHMec fluorogenic kinetic assay; higher % means a stronger effect. one-dose inhibition, % at 30 µM; IC50 in µM for titrated hits. actives 0.38% (n = 220,000);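 active means compound inhibiting the enzyme by more than half at any dose during confirmatory dose-response retesting; inconclusive means strong single-dose inhibitors picked by rank but not retested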;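 further: plate controls were full reaction with DMSO carrier for no effect and no enzyme background for full effect; strong numbers were not always called active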
# LYP inhibition = inhibitors of LYP phosphatase, biochemical, fluorescence intensity, uHTS (AID 1779); recombinant LYP phosphatase, fluorescence intensity; higher % means a stronger effect; inhibition, % at 11.5 µM; hits with a dose series show IC50 in µM; actives 0.054% (n = 290,000);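 further: plate controls were vehicle with enzyme for no effect and no enzyme for full effect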
# Lipid droplet = hepatic lipid droplet formation modulation | AML12 mouse hepatocytes, oleate lipid droplets, BODIPY imaging | inhibition, % at 6.5 µM | actives 0.4% (n = 240,000) | AID 1656;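 active means lipid droplet intensity inhibited by at least 50%, with more than 500 cells counted; inconclusive means wells with under 300 cells, treated as cytotoxic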
#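 material = mouse AML12 hepatocyte cell line, fixed after treatment | also added = 100 µM oleic acid challenge | doses = compound at 6.5 µM only | schedule = overnight exposure | technique = Image-based BODIPY and DAPI two-channel analysis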
# Lipid droplet cells 6.5 µM = also measured in Lipid droplet; calls as there; cell count; measured here: cell count, cytotoxicity flag;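 cells counted across two imaged fields per well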
# * marks the source's active call; other numbers are inactive results; ? = inconclusive; . = no result given. Unless noted, no stated cut-off is given here; in the data, active means inhibition above about 50%; inactive means the rest. Not all compounds are listed; count on the stated rates, not on these rows.
SMILES,XIAP displacement,P. falciparum M1AAP,AID2073,Siah-1 displacement,ER stress rescue,HEK293 NOD2/NF-kB,M17LAP inhibition,LYP inhibition,Lipid droplet,Lipid droplet cells 6.5 µM
COc1ccc(CCn2c(O)c(C=Nc3ccccc3F)c(=O)[nH]c2=O)cc1OC,.,7%,-3%,-4%,.,8%,7%,-5%,-4,733
O=C(COc1ccc(Br)cc1)N1CCN(Cc2c[nH]c3ccccc23)CC1,-7.3%,0%,8%,4%,-0.6%,17%,5%,-9%,-4,784
Cn1c(=O)cc(OCC(=O)N2CCN(Cc3ccc4c(c3)OCO4)CC2)c2ccccc21,0.2%,6%,3%,2%,3.4%,0%,1%,-2%,-5,770
CNC(C(=O)c1ccccc1)C(OC)c1ccc(C)cc1 (stereo not drawn),-5.3%,2%,-5%,4%,-3.6%,-2%,1%,-6%,-4,717
COc1ccc(-n2nc(C(=O)NCC(=O)N3CCC4(CC3)OCCO4)c3ccccc3c2=O)cc1OC,.,.,-2%,1%,.,-45%,.,1%,-4,803
NC(=O)Cn1cc(C=C2C(=O)NC(=O)NC2=O)c2ccccc21,.,.,17%,12%,.,-3%,.,-2%,19,835
CCOC(=O)C1C2NC(=O)N(Cc3ccccc3)C1(C)Oc1c(OC)cccc12 (stereo not drawn),-2.3%,6%,0%,4%,0.1%,1%,0%,1%,.,.
CC(C)c1ccc(-n2c(O)c(C=NC(CCS(C)=O)C(=O)O)c(=O)[nH]c2=S)cc1 (stereo not drawn),.,4%,-12%,-3%,.,19%,36%,-4%,-33,769
C=CC1CN2CCC1CC2[C@@H](OC(=O)c1ccc(OC)cc1)c1ccnc2ccccc12 (stereo partly drawn),1.5%,0%,-1%,5%,-0.1%,-5%,-11%,-3%,20,650
CC1CCC(C(C)C)C(OC(=O)COC(=O)c2ccccc2N)C1 (stereo not drawn),-12%,10%,0%,-1%,-1.7%,-1%,-2%,-1%,-2,777
CC(C)c1ccccc1OCC(=O)N1CCCN(C)CC1,.,.,3%,-3%,.,20%,.,-12%,17,890
COc1ccc(C(C)=O)cc1Cc1c(O)[nH]c(=S)[nH]c1=O,.,.,-22%,6%,.,-8%,.,-2%,.,.
Cc1ccccc1NC1=NCC(C)S1 (stereo not drawn),3.4%,9%,-2%,0%,-2.4%,0%,-7%,-10%,.,.
c1ccc(NC2=NCCCS2)cc1,.,.,6%,-2%,.,-15%,.,-8%,-3,774
Cc1c(N=Cc2c(O)n(CCc3ccc(F)cc3)c(=O)[nH]c2=O)c(=O)n(-c2ccccc2)n1C,-4.0%,-6%,-1%,-3%,.,17%,18%,3%,-22,730
CCOP(=O)(OCC)C(NC(=O)c1ccccc1)C(Cl)(Cl)Cl (stereo not drawn),-7.4%,1%,-5%,-6%,0.1%,-11%,4%,-4%,-6,715
CCOP(=O)(OCC)C(NC(=O)c1ccccc1C)C(Cl)(Cl)Cl (stereo not drawn),-2.4%,4%,2%,-1%,-2.0%,-9%,-5%,0%,-35,678
CN(C)C=C1C(=O)N(C2CCCCC2)C(=O)N(C2CCCCC2)C1=O,-6.5%,0%,-18%,3%,1.5%,12%,7%,1%,.,.
O=c1[nH]c(=S)n(-c2ccccc2F)c(O)c1C=Nc1ccc(N2CCOCC2)cc1,-3.0%,16%,25%,-9%,-0.6%,-9%,-13%,-2%,-8,708
COc1ccc2c(CCN)c[nH]c2c1,-5.4%,7%,?,-6%,-2.8%,0%,5%,-10%,-11,787
Cc1cc(/C=C2\C(=O)NC(=O)N(c3ccc(F)cc3)C2=O)c(C)n1-c1ccc(C(=O)O)cc1,-8.5%,9%,28%,-1%,-1.5%,-13%,149µM*,3%,0,690
Cc1ccc(-n2c(O)c(/C=N/N3CCCCCC3)c(=O)[nH]c2=O)cc1C,.,0%,-11%,-2%,.,4%,1%,-3%,2,761
CCn1c(=O)cc(OCC(=O)N2CCN(Cc3ccc4c(c3)OCO4)CC2)c2ccccc21,-0.2%,6%,8%,2%,-0.1%,3%,0%,0%,.,.
c1ccc(CNC2=NCCS2)cc1,-0.5%,-2%,0%,0%,-3.0%,9%,-1%,-5%,1,796
O=S(=O)(c1ccc(F)cc1)N1CCCCC1c1cccnc1 (stereo not drawn),.,-2%,-6%,7%,.,13%,2%,-4%,-1,669

# The last 3 compounds of the part above come first, to join the parts.
SMILES,XIAP displacement,P. falciparum M1AAP,AID2073,Siah-1 displacement,ER stress rescue,HEK293 NOD2/NF-kB,M17LAP inhibition,LYP inhibition,Lipid droplet,Lipid droplet cells 6.5 µM
CCn1c(=O)cc(OCC(=O)N2CCN(Cc3ccc4c(c3)OCO4)CC2)c2ccccc21,-0.2%,6%,8%,2%,-0.1%,3%,0%,0%,.,.
c1ccc(CNC2=NCCS2)cc1,-0.5%,-2%,0%,0%,-3.0%,9%,-1%,-5%,1,796
O=S(=O)(c1ccc(F)cc1)N1CCCCC1c1cccnc1 (stereo not drawn),.,-2%,-6%,7%,.,13%,2%,-4%,-1,669
CCCCCSc1cc(OC)c(CCN(C)C)cc1OC,-2.2%,5%,20%,-5%,-1.5%,-7%,0%,0%,.,.
CCc1ccc(NC2=NCCCS2)cc1,.,.,-1%,4%,.,5%,.,-12%,-5,863
COc1ccc(OCC(=O)N2CCCC(N3CCN(c4ccccc4C)CC3)C2)cc1 (stereo not drawn),.,.,17%,-2%,.,32%,.,-2%,-16,658
O=C(O)c1cccc2c1NC(C(=O)O)C1CC(Sc3ccccc3[N+](=O)[O-])C(Cl)C21 (stereo not drawn),-2.4%,?,23%,78%,-0.1%,18%,-210%,15%,7,655
O=c1[nH]c(=O)n(C2CCCCC2)c(O)c1/C=N/N1CCCCC1c1cccnc1 (stereo not drawn),.,2%,-5%,14%,.,3%,-6%,-3%,-6,709
C=CCN1CC[C@]23c4c5ccc(O)c4OC2C(=O)CC[C@@]3(O)C1C5 (stereo partly drawn),.,2%,3%,9%,.,9%,9%,-10%,16,710
CNC(=O)Oc1ccc(N(C)C)cc1C(C)C,.,7%,14%,-6%,.,16%,-1%,-1%,-6,565
Cc1c(C=O)c2ccccc2n1Cc1ccc(F)cc1,-5.5%,-6%,-3%,4%,1.2%,15%,3%,-7%,-8,666
CC(C)N1OC2CC1c1nc3ccccc3n1C2 (stereo not drawn),.,-4%,5%,-10%,.,-11%,13%,-5%,.,.
CN1CCN(c2ccc(C=O)cc2)CC1,-6.2%,5%,8%,-4%,0.7%,22%,12%,-8%,11,752
O=c1c2ccccc2nc(-c2cccs2)n1-c1ccccc1,0.9%,4%,6%,0%,-1.7%,11%,-14%,-10%,.,.
CCOP(=S)(OCC)N1CCOCCOCCN(P(=S)(OCC)OCC)CCOCCOCC1,-2.7%,-2%,-15%,13%,0.4%,16%,2%,5%,-6,619
c1ccc2nc(OCCN3CC3)ccc2c1,.,1%,21%,-1%,.,26%,4%,0%,12,776
Cc1ccc(C(C)C)c(OCC(=O)N2CCN(Cc3nc4cc([N+](=O)[O-])ccc4n3C)CC2)c1,-2.6%,0%,2%,5%,1.2%,4%,3%,6%,-51,659
CCOP(=O)(OCC)C(O)c1ccc(N(C)C)cc1 (stereo not drawn),.,11%,-8%,-5%,.,13%,11%,-3%,3,690
CC1CCN(CC#CCOc2ccc(Cl)cc2)CC1,.,.,45%,4%,.,8%,.,-7%,-4,767
CCCCn1c(O)c(C(CC)=NCc2ccc(F)cc2)c(=O)[nH]c1=O,0.0%,-5%,-5%,3%,-0.8%,28%,-4%,1%,.,.
Cc1cccc(C)c1OP(N)(=O)OCC(F)(F)F (stereo not drawn),-3.3%,0%,-12%,8%,-2.8%,4%,3%,-7%,10,625
COc1ccc(N2C(=O)NC(=O)/C(=C\c3cn(C)c4ccccc34)C2=O)cc1,.,.,39%,5%,.,-17%,.,-4%,10,704
C=CC1CN2CCC1CC2C(OC(C)=O)c1ccnc2ccc(OC)cc12 (stereo not drawn),.,8%,-10%,0%,.,16%,15%,-2%,-13,626
N#CC1(c2ccccc2)CCN(C2CC(=O)N(c3cccc(F)c3)C2=O)CC1 (stereo not drawn),-2.8%,6%,-5%,14%,-1.5%,15%,-2%,-8%,14,749
O=C(Oc1ccc([N+](=O)[O-])cc1)N1CCC(N2CCCCC2)CC1,-7.2%,8%,-4%,-11%,-1.5%,8%,3%,-1%,-2,726
COc1cc(OC)c(OC)cc1/C=C1/C(=O)NC(=O)N(Cc2ccccc2)C1=O,.,5%,7%,10%,.,.,3%,-2%,14,750
CC(=O)Nc1nc(CCl)cs1,-5.6%,-4%,-9%,-1%,0.5%,-2%,-1%,-2%,13,696
CCc1cc(=O)oc2cc(C)cc(OCC(=O)N3CCC(C(=O)O)(c4ccccc4)CC3)c12,.,.,36%,-2%,.,11%,.,-6%,16,842
# New compounds follow
SMILES,XIAP displacement,P. falciparum M1AAP,AID2073,Siah-1 displacement,ER stress rescue,HEK293 NOD2/NF-kB,M17LAP inhibition,LYP inhibition,Lipid droplet,Lipid droplet cells 6.5 µM
C=CCn1c(O)c(C(C)=NCc2ccc3c(c2)OCO3)c(=O)[nH]c1=O,.,0%,-1%,-3%,.,-5%,2%,-2%,-20,729
c1ccc2[nH]c(CCNC3CCCCC3)nc2c1,-1.2%,8%,17%,1%,-0.3%,15%,3%,-8%,.,.
CCOc1ccc2nc(N=Nc3c(O)[nH]c(=O)[nH]c3=O)sc2c1,.,11%,-16%,-1%,.,-6%,-5%,9%,2,717
O=[N+]([O-])c1ccc(N2CCNCC2)c(Cl)c1,-0.8%,8%,0%,14%,-1.5%,10%,7%,-1%,5,690
Cc1ccc2c(c1)C1CN(C)CCC1N2C(=O)Nc1cccc(Cl)c1 (stereo not drawn),-4.5%,17%,-4%,-3%,-1.0%,7%,6%,-9%,.,.
NC(=O)C1CCN(/C=C2\C(=O)NC(=O)N(Cc3ccco3)C2=O)CC1,.,6%,19%,10%,.,-9%,9%,-5%,1,695
CN1CCN(c2nc(N)c(Br)c(Cl)n2)CC1,.,-2%,6%,14%,.,4%,3%,-4%,11,833
CN1CC(C(=O)c2ccc(Cl)cc2)C(c2ccc(N(C)C)cc2)C1 (stereo not drawn),-2.0%,5%,1%,2%,-2.7%,-11%,2%,-8%,11,733
CN(C)c1ccc(/C=C2\CC3C4CC=C5CC(O)CCC5(C)C4CCC3(C)C2=O)cc1 (stereo not drawn),-0.1%,-2%,6%,0%,4.9%,5%,8%,-2%,-18,563
Oc1cc2c(cc1CN1CCN(c3ccccc3F)CC1)OCO2,.,.,2%,12%,.,9%,.,-5%,.,.
c1ccc(CC(NCc2ccco2)c2ccccc2)cc1 (stereo not drawn),-7.5%,-7%,4%,1%,-1.2%,2%,15%,22%,22,712
